D2 ag = activates the human D2 dopamine receptor; HEK293 T-REx D2 cells, calcium flux agonist mode; hit rate 0.53% among 340,000; activation, % at 2 µM;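 active means activation over 3 SD above normal in the single-dose calcium agonist read, cut at about 30% in these data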; further: 0% is about no effect
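In this primary screen, compounds producing a positive calcium signal within 180 s of addition to tetracycline-induced, force-coupled HEK293 Trex D2 cells are flagged; cells are dye-loaded with a no-wash calcium kit beforehand.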
D2 antag = antagonizes the human D2 dopamine receptor; HEK293 TREx D2 cells, calcium flux, dopamine EC80; inhibition, % at 10 µM; hit rate 2% among 340,000; in the data active means inhibition above about 30%; further: 0% is about no effect
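Cells plated overnight at 30 C with tetracycline; no-wash calcium dye, 30–90 min RT; 10 s baseline; compound pinned; 180 s read; EC80 dopamine added; another 180 s read.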
rTrxR1 inhibitor = inhibitors of rat thioredoxin reductase 1 | O89049 | recombinant rTrxR1, NADPH fluorescence consumption, selenite substrate | Potency, µM (top dose mostly 114 µM), for inactives: at the top dose activity change, negative = inhibition, usual class: inhibitors | hit rate 1% among 390,000; further: potency means the concentration at half of the fitted maximal effect; on the % scale 0 is the no-effect control and ±100 the full control effect; nearly all actives have a fitted effect of over 65% in size
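Rat TrxR1 (90 nM in the dispensed reagent) was pre-reduced with 400 uM NADPH for 5 min at room temperature, then incubated with compound for 15 min. After 400 uM selenite was added, NADPH fluorescence (Ex 340/Em 450 nm) was followed for 8 min.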
TrxR1 substrate = rat thioredoxin reductase 1 substrate activity; O89049; purified TrxR1 substrate turnover, NADPH consumption readout; Potency, µM (highest dose often 114 µM), for inactives: at the highest dose activity change, negative = substrate turnover; hit rate 0.01% among 390,000; further: potency means the concentration at half of the fitted maximal effect; on the % scale 0 is the no-effect control and ±100 the full control effect; nearly all actives have a fitted effect of over 50% in size
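Rat TrxR1, dispensed at 90 nM, was prereduced with 400 uM NADPH (final) for 5 min at ~22 deg C, then incubated with compound 15 min before 400 uM selenite. A first-read NADPH fluorescence drop versus no-compound background flagged substrates.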
TRHR agonist = agonists of human TRH receptor; P34981; AID 493084; activation, % at 2 µM; hit rate 0.18% among 360,000; TRHR cells, calcium flux fluo-8, FDSS agonist mode; in the data active means activation above about 30%; further: 0% is about no effect
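TRHR-expressing cells, plated overnight in medium with 10% serum, were loaded with fluo-8 calcium dye at room temperature. After a 10 s baseline, library compound was pin-added and calcium release was recorded kinetically (ex 480/em 530) as agonist response.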
USP1 inh = blocks the human USP1/UAF1 deubiquitinase complex; Potency, µM (titrated, usually from 57.1 µM), inactives show at the highest dose activity change, negative = inhibition, usual class: inhibitors; recombinant USP1/UAF1, Ub-Rhodamine cleavage fluorescence; hit rate 0.23% among 390,000; O94782; AID 743255; further: potency means the concentration at half of the fitted maximal effect; on the % scale 0 is the no-effect control and ±100 the full control effect; nearly all actives have a fitted effect of over 60% in size; inactives centre near -12
Target sequence (O94782 whole entry, looked up): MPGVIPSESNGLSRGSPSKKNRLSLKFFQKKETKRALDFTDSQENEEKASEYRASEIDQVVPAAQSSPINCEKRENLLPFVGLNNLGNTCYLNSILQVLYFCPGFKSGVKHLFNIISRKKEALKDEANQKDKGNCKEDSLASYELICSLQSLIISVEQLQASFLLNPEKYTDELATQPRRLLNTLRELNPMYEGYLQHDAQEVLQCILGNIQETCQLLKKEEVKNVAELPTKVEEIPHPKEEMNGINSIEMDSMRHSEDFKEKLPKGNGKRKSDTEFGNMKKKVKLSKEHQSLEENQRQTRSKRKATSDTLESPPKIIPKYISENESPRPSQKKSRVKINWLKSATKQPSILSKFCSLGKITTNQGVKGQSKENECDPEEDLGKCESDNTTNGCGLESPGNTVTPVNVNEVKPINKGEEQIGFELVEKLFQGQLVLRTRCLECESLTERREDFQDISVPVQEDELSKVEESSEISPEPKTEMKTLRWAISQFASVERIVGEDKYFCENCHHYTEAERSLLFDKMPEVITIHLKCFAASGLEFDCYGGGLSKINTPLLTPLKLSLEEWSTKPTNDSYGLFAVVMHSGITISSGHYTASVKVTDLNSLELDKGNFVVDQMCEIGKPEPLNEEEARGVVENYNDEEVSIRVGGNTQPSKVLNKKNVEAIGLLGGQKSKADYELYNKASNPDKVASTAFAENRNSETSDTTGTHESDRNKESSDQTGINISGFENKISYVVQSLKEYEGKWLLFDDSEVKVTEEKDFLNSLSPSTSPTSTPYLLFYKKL
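High-throughput fluorogenic screen: 1nM USP1/UAF1 complex, Ub-Rho substrate 150nM final, 50mM HEPES pH 7.8 with 0.5mM EDTA, 0.1 mg/ml BSA, 1mM TCEP and 0.01% Tween-20.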
TRHR enhancer = TRH receptor (human) allosteric enhancement; P34981; TRHR cells, fluo-8 calcium fluorescence, EC20 TRH enhancement; enhancement, % at 2 µM; hit rate 0.66% among 360,000; AID 493056; in the data active means enhancement above about 30%; further: 0% is about no effect
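Enhancer read-out: after compound pinning and an initial kinetic agonist-mode read, an EC20 of TRH (10 nM final) was injected and fluo-8 calcium signal (Ex 480/Em 530) followed at 1 s/cycle for 100 cycles in TRHR-expressing cells.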
mIDH1 inhibitor = human IDH1 R132H inhibition. hit rate 0.093% among 390,000. O75874. Potency, µM (titrated, usually from 76.6 µM), inactives show at the top dose activity change, negative = inhibition, actives largely listed as inhibitors. IDH1-R132H enzyme, NADPH consumption, diaphorase/resazurin fluorescence; further: potency means the concentration at half of the fitted maximal effect; on the % scale 0 is the no-effect control and ±100 the full control effect; nearly all actives have a fitted effect of over 65% in size
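IDH1-R132H (0.5 ug/mL) preincubated 30 min with compound, then NADPH (0.016 mM) and alpha-KG (2 mM) added; 80 min at RT, pH 7.5. Remaining NADPH coupled via diaphorase/resazurin to fluorescence (540/590 nm); concentration-response curves normalized to no-enzyme control.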
PI4K2A block = inhibitors of human PI4K2A; purified PI4K2A, ADP-Glo luminescence, 1 h; hits give low values; activity change, negative = inhibition, % at 76.9 µM; hit rate 0.13% among 420,000; in the data active means activity change below about -50%; inconclusive means mostly about -30% to -49%;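 further: -100% = wells without enzyme as full effect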
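Compounds are screened against recombinant PI4K2A using PI as substrate and ATP, the latter dispensed at 300 microM. Reactions run one hour at ambient temperature before ADP-Glo detection; full inhibition defined by wells lacking enzyme.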
An asterisk follows results filed as active; u = inconclusive; x = no result given; & = joins results of further samples; [ ] = dose if it differs, or a comment. Unless noted, the call rests on the fitted dose curve; in most records, active means well fitted inhibition curve with a large enough effect; inconclusive means small, poorly fitted or top-dose-only effect; inactive means no such curve, though single readings can be large or run the other way.

Values in the order: TRHR enhancer	D2 ag	USP1 inh	mIDH1 inhibitor	TrxR1 substrate	D2 antag	PI4K2A block	rTrxR1 inhibitor	TRHR agonist
> COCCCn1c(SCC(=O)Nc2oc(C)c3c(C)n[nH]c(=O)c23)nc2sc3c(c2c1=O)CCC3
→ 1	-0.2	-9%	-9%	-4%	9	3	-10%	-1.6
> CC1(c2ccccc2)NC(=O)N(CC(=O)Nc2cccc(C#N)c2)C1=O (stereo unspecified)
→ -3	-0.2	-17%	14%	-1%	-3	3	-5%	0.1
> Cc1noc(C)c1NC(=O)Nc1ccc2c(c1)CC(=O)N([C@H](C)CO)C[C@@H](C)[C@H](CN(C)CC1CCCCC1)O2
→ x	x	21%	-3%	-8%	x	0	-1%	x
> CCC1ON(C(C)C)C2c3nc4ccccc4n3CC12 (stereo unspecified)
→ -8	0.2	-23%	20%	10%	32*	-2	11%	0.0
> COc1ccc2c(c1)c(=O)c(C(=O)c1ccc(C)cc1)cn2Cc1ccccc1F
→ 16	0.7	11%	-6%	0%	x	-2	-1%	0.7
> Nc1nc2nccc(-c3ccco3)n2n1
→ 5	3.0	-25%	6%	102%[activator][57.1 µM]	5	5	-12%[57.1 µM]	0.4
> O=c1cc(N2CCCCC2)c2ccccc2o1
→ 1	-0.3	-16%	0%	2%[57.1 µM]	11	6	6%[57.1 µM]	0.5
> COc1ccc(-c2nc(N3CCC(C)CC3)[nH]c(=O)c2C#N)cc1
→ 3	0.4	10%	-3%	13%	7	4	10%	-0.4
> CCN(CC)CCN1C(=O)c2oc3ccccc3c(=O)c2C1c1ccc(C)cc1 (stereo unspecified)
→ -1	-0.2	-5%	8%	3%	1	1	-2%	0.4
> CC(=O)c1ccc2c(c1)OCCOCCOCCOCCO2
→ 2	1.3	-2%	5%	0%	-3	2	6%	0.3
> CCOc1ccc(N(CC(=O)NC2CCCCC2)S(=O)(=O)c2ccccc2)cc1
→ 0	-2.4	-8%	5%	-3%[57.1 µM]	-15	6	-14%[57.1 µM]	-1.5
> Nc1nnnn1/N=C\c1ccc(Cl)c([N+](=O)[O-])c1
→ x	x	1%	-3%	-6%	x	-3	-27%	x
> CCc1ccccc1NC(=O)CSc1nc(-c2cccc(Cl)c2)nc2c1Cc1c(CO)cnc(C)c1O2
→ -3	1.5	11%	-4%	8%	x	-4	26%	0.4
> Cc1cc(C)nc(NS(=O)(=O)c2ccc(NC(=O)c3cc(=O)c4ccc(C)c(C)c4o3)cc2)n1
→ -1	0.0	-21%	8%	-5%	x	-5	6%	-0.5
> Cc1ccc(NC(=O)CN(C)S(=O)(=O)c2ccc3[nH]c4c(c3c2)CCCC4)c(Cl)c1
→ 1	-0.1	-12%	-9%	-5%	x	1	8%	0.4
> O=S(=O)(c1ccccc1)N1CCN(C(=S)Nc2ccccc2)CC1
→ 3	0.2	-16%	-3%	-2%	1	-4	17%	0.6
> O=C(CSCc1ccc([N+](=O)[O-])cc1)Nc1ccc(S(=O)(=O)N2CCCCCC2)cc1
→ 1	4.7	2%	1%	-11%	4	2	-10%	6.0
> Cn1nnnc1SCC(=O)Nc1ccccc1Br
→ 0	0.8	-17%	0%	4%	-17	10	17%	0.4
> CN(Cc1ccccc1)CC(O)COc1ccc(CNCCOc2cccnc2)cc1 (stereo unspecified)
→ -5	56*	-17%	-5%	2%	83*	0	16%[57.1 µM]	0.4
> COc1ccc(-c2nc(CN3CCN(c4ncnc5ccccc45)CC3)c(C)o2)c(OC)c1
→ 14	-1.2	-7%	-6%	-4%	-20	4	u	-1.6
> Cc1cc(=O)oc(C)c1C(=O)N1CCN(C(c2ccccc2)c2ccccc2)CC1
→ 7	0.8	-23%	4%	7%	-10	1	-22%	-0.7
> Cc1cccc(NC(=S)NC2CC3CCCC(C2)N3Cc2ccccc2)c1C (stereo unspecified)
→ 2	0.0	-7%	2%	-4%	105*	-3	4%	0.2
> O=C(O)CCCN(Cc1cccc(Br)c1)S(=O)(=O)c1ccc(Br)cc1
→ 4	-1.7	-23%	4%	-5%	-22	-3	-1%	-2.3
> O=[N+]([O-])c1ccc(OCCn2cnc3ccccc32)cc1
→ -4	0.0	-26%	0%	-12%[57.1 µM]	1	-5	29%[57.1 µM]	0.1
> CCCCNC(=O)c1onc(CSc2ccc(C(C)C)cc2)c1C(=O)O
→ -3	x	18%	-18%	-8%	x	-4	2%[57.1 µM]	0.0
> CC(C)(C)c1ccc(C(=S)N2CCN(c3ccccc3)CC2)cc1
→ -4	0.0	-28%	0%	6%	2	-6	25%	0.1
> COc1c2c(nc3ccccc13)OC(C(C)(O)CO)C2 (stereo unspecified)
→ -3	-1.0	-5%	6%	11%	2	0	1%&14%	0.1
> Cc1cccc(N(CC(=O)NCc2ccco2)C(=O)CCC(=O)Nc2nccs2)c1C
→ 0	-1.4	-1%	-9%	-2%	11	-8	6%	-0.7
> COc1ccc(C(=O)Nn2c(SCC(=O)NCc3ccco3)nc3ccccc3c2=O)cc1
→ -8	0.6	-17%	-4%	-4%	7	-25	-17%	0.3
> CC(C)N(Cc1ccccc1)C(=O)COc1ccccc1
→ 1	1.2	-12%	13%	4%	8	-3	6%	-0.3

In the list so far, three contain a Cl atom.
Values in the order: TRHR enhancer	D2 ag	USP1 inh	mIDH1 inhibitor	TrxR1 substrate	D2 antag	PI4K2A block	rTrxR1 inhibitor	TRHR agonist
> Nc1nnnn1/N=C\c1ccc(Cl)c([N+](=O)[O-])c1
→ x	x	1%	-3%	-6%	x	-3	-27%	x
> CCc1ccccc1NC(=O)CSc1nc(-c2cccc(Cl)c2)nc2c1Cc1c(CO)cnc(C)c1O2
→ -3	1.5	11%	-4%	8%	x	-4	26%	0.4
> Cc1ccc(NC(=O)CN(C)S(=O)(=O)c2ccc3[nH]c4c(c3c2)CCCC4)c(Cl)c1
→ 1	-0.1	-12%	-9%	-5%	x	1	8%	0.4

More compounds follow:
Values in the order: TRHR enhancer	D2 ag	USP1 inh	mIDH1 inhibitor	TrxR1 substrate	D2 antag	PI4K2A block	rTrxR1 inhibitor	TRHR agonist
> COc1cc(OC)c(OC)cc1/C=N/NC(=S)NCCN1CCOCC1
→ -5	-0.3	-18%	3%	-10%[57.1 µM]	21	0	21%[57.1 µM]	-0.2
> CCOc1ccccc1-c1nnc(SCC(=O)NC2CC3CCC2C3)n1CC (stereo unspecified)
→ -5	-0.1	-13%	1%	8%	-5	-11	13%	-0.4
> CCOC(=O)c1cccc(NC(=O)c2cc3sccc3n2Cc2ccc(Cl)cc2)c1
→ 3	-0.8	-25%	12%	7%	x	0	20%	-1.6
> CC1=NCCN1S(=O)(=O)c1ccc(Br)c(C)c1
→ 5	0.2	-7%	6%	8%	2	-7	15%	0.2
> COc1ccc(C2c3c(n(C)c4ccccc34)C(=O)N2CC(=O)Nc2cc(Cl)ccc2C)cc1 (stereo unspecified)
→ 1	0.8	u	24%	4%	x	-2	20%	0.2
> CCNCc1cc(OCC)c(OCC(=O)NCCc2ccccc2)cc1Cl
→ 4	0.9	-6%	0%	5%[57.1 µM]	-18	2	13%[57.1 µM]	-0.2
> C[C@H](NC(=O)[C@H]1N2C(=O)c3ccccc3C2SC1(C)C)C(=O)N1CCN(C)CC1 (stereo partly specified)
→ -2	0.4	-26%	0%	-1%	6	-2	-13%	0.1
> COc1nc(N(c2ccccc2)c2ccccc2)nc(-n2ccnc2)n1
→ -5	10	-6%	u	-3%	21	-14	0%	1.5
> COc1ccccc1C1C(C#N)=C(N)N(N(C)C)C2=C1C(=O)CC(C)(C)C2 (stereo unspecified)
→ 9	-0.4	-15%	-8%	u	-3	3	-31%	0.3
> CCC(C)[C@H](NC(=O)Nc1ccc(C)cc1C)C(=O)O (stereo partly specified)
→ 4	-0.6	-7%	-3%	-4%	-19	1	-6%	1.0
> Cc1nnc(SCC(=O)NCc2ccccc2F)c2nn(-c3ccc(Cl)cc3)c(C)c12
→ -2	0.3	u	17%	6%[0.457 µM]	x	2	13%	19
> CCOC(=O)C1=C(CS(=O)(=O)c2ccc(C)cc2)NC(=O)NC1c1cc(OC)c(OC)c(OC)c1 (stereo unspecified)
→ 19	0.5	3%	16%	-4%	0	-4	0%	1.4
> O=C(NNc1nc2ccccc2s1)C1CC1
→ -4	0.3	-3%	7%	7%[57.1 µM]	6	8	13%[57.1 µM]	0.1
> Fc1ccc2cc(-c3ccsc3)ncc2c1
→ x	x	-4%	4%	5%	x	0	-16%	x
> CC(Sc1ccsc1[N+](=O)[O-])C(=O)NCCc1ccc(Cl)cc1 (stereo unspecified)
→ -4	-1.8	-6%	-6%	-9%	-1	0	u	-1.4
> C=CCn1c(O)c(N=Nc2ccccc2C)c2ccccc21
→ 0	-0.5	-23%	6%	-4%	18	5	u	1.8
> Cc1nnc(-c2ccc(Oc3ccc(Br)cc3)c([N+](=O)[O-])c2)o1
→ -7	1.0	-9%	2%	-1%	7	-8	6%	-0.4
> O=C(Nc1cc(-c2ccc(Cl)cc2)no1)c1ccc(F)cc1
→ -2	x	0%	17%	7%	x	2	33%	0.5
> O=C(NCC1CCCO1)C1c2ccccc2C(=O)N1C1CCCCCCC1 (stereo unspecified)
→ -8	0.0	-5%	-1%	-5%	-2	-4	-2%	0.2
> COc1ccc(CNC(=O)CN(C)S(=O)(=O)c2ccc3[nH]c4c(c3c2)CCCC4)cc1
→ 47*	0.9	-28%	-2%	-9%	x	-1	1%	0.5
> COc1nc(N(C)C)nc(N(C)c2cc(Cl)cc(Cl)c2)n1
→ -3	0.1	-28%	7%	7%[57.1 µM]	9	18	12%[57.1 µM]	-0.5
> CC(=O)N=c1scc(-c2ccccc2)n1-c1cccc(O)c1
→ 3	-2.6	-25%	-10%	-8%	2	-2	-5%	-0.3
> Cc1ccccc1OCCn1c(=N)n(C(C)C)c2ccccc21
→ 4	5.7	-6%	-1%	3%	x	-8	8%	0.5
> COc1cc(C(=O)Nc2scc(-c3ccc(C)cc3)c2C(=O)O)cc(OC)c1OC
→ -4	-0.3	-27%	16%	-1%	3	4	10%	0.2

Screens as filed in PubChem BioAssay.
